Assay outcomes: PubChem, National Center for Advancing Translational Sciences (NCATS)
LDHA block – blocks human lactate dehydrogenase A | activity change, % (values are at about 110 or 230 µM) | hit rate 0.15% among 480,000 | AID 1347041 | purified LDHA, NADH/diaphorase-resazurin fluorescence; active compounds read low; in the data active means activity change below about -30%; inconclusive means mostly about -25% to -30%;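 further: plate controls were DMSO wells for no effect and wells without enzyme for full effect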
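Human LDH5 (2 nM) was incubated with 0.06 mM NADH and 0.2 mM pyruvate for 5 min at room temperature in Tris pH 7.4. Remaining NADH was coupled through diaphorase/resazurin, and resorufin fluorescence was read at 0 and 20 min.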
Starred values were filed as active, the others as inactive; ? = inconclusive.

Molecule	LDHA block
COc1cnc(CSc2ncccn2)cc1OCC(=O)N1CCCc2ccccc21	0
COc1ccccc1CNC(=O)Cc1cccc(C(F)(F)F)c1	0
c1ccc(CN(Cc2ccccc2)C(c2ccnc3ccccc23)c2nnnn2-c2ccc3c(c2)OCCO3)cc1 (configuration not stated)	-3
CC(NC(=O)c1cc[n+]([O-])cc1)c1ccc(-c2ccccc2)cc1 (configuration not stated)	1
O=C(Nc1cccc(Cl)c1)c1nc2ccccc2nc1N1CCCC1	5
CN1CCN(C(=O)c2cc(-c3ccc(F)cc3)nc3ccccc23)CC1	-11
O=C1c2ccccc2NC(c2ccccc2)N1c1ccc(F)c(F)c1 (configuration not stated)	-2
O=S(=O)(c1cc(F)cc(F)c1)N1CCCC1c1nnc2ccccn12 (configuration not stated)	1
N#Cc1ccccc1Sc1ccccc1C(=O)NC1CCCCC1	8
C=C(C)CN1CCC(NC(=O)c2ccc(C)s2)CC1	1
CC(=O)c1cccc(NC(=O)C(C)Oc2ccc3c(C)cc(=O)oc3c2)c1 (configuration not stated)	9
Brc1ccccc1-c1nc2cc3c(cc2[nH]1)OCCO3	?
O=C(NC(Cc1c[nH]c2ccccc12)C(=O)O)c1ccccc1F (configuration not stated)	8
CCN(CC)S(=O)(=O)c1ccc(NC(=O)CC2c3ccccc3C=CN2C(C)=O)cc1 (configuration not stated)	-3
COc1ccc2c(C)c(CC(=O)N3CCCCC3)c(=O)oc2c1	7
O=C(c1sc2cccc(F)c2c1Cl)N1CCC2(CC1)OCCO2	4
CC(OC(=O)/C=C/c1cccc2cccnc12)C(=O)Nc1ccccc1 (configuration not stated)	-12
CNc1c(NC(=O)c2cc(Br)ccc2OC)c(=O)oc2ccccc12	10
Cc1ccc(CSc2nnc(COc3ccc(Cl)c(C)c3)n2C)cc1	10
O=C(NC1CCCCCCC1)c1cc2cccc([N+](=O)[O-])c2[nH]1	-4
CN(C)CCNc1cccc(Br)c1	7
COc1ccccc1C(=O)OCc1cccc(C#N)c1	1
NC(=O)CCN(CCC(N)=O)S(=O)(=O)c1ccc(Br)cc1	-2
O=C(CSc1nc2nc[nH]c2c(=O)[nH]1)c1ccc(Br)cc1	0
CC1CCC/C(=N/NC(=O)C2CC2)C1 (configuration not stated)	8

(more compounds)
Molecule	LDHA block
Cc1c(CCC(=O)Nc2nc3ccccc3[nH]2)c(=O)oc2c(C)c(O)ccc12	1
COc1ccc(S(=O)(=O)c2cc3cc(C)ccc3oc2=O)cc1	2
CC(C)=CCN1CCN(Cc2ccc(C#N)cc2)CC1	5
O=c1cc(-c2ccc(Cl)cc2)sc2nnc(-c3ccccc3F)n12	7
Cc1cccc(C)c1NC(=O)C(c1ccccc1OC(F)(F)F)N1CCN(C)CC1 (configuration not stated)	-5
O=C(O)CNC1Cc2ccccc2C1	-4
CCOc1ccc(/C=N/OCc2c(Cl)cccc2Cl)cc1OC	0
Cc1ccc(-c2cc(C(=O)N(C)CCC#N)c3ccccc3n2)cc1	0
CCOC(=O)C1CCC(CNC(=O)Nc2c(NC)c3ccccc3oc2=O)CC1 (configuration not stated)	-2
Cc1cc(C)c2c(C)c(C(=O)NCC(c3ccco3)N3CCOCC3)oc2c1 (configuration not stated)	-3
CCN(CC)S(=O)(=O)c1ccc(C)c(C(=O)OCc2nc3ccccc3nc2C)c1	-5
CCOC(=O)CCCCCCN	1
Cc1[nH]nc2c1C(c1ccc(Br)cc1)N(c1ccc(Br)cc1)C2=O (configuration not stated)	2
Cc1cccc(/C=N/NC(=O)c2ccccc2)c1	-1
Cc1nc(-c2ccccc2F)sc1C(=O)N1CCCC(C(=O)O)C1 (configuration not stated)	1
CC(C)NC(=O)CN1CCCC1c1ccsc1 (configuration not stated)	6
CC(=O)c1cc2c(ccc3ccccc32)o1	32
O=C(NCCc1cccc(F)c1)c1ccc(=O)[nH]c1	2
COc1ccc(C(=O)NS(C)(=O)=O)cc1F	4
Cc1cc(C)[nH]n1	0
CC(Nc1ccc(N)cc1Cl)c1ccccc1 (configuration not stated)	8
C=CCOc1ccc(CN(C)C(=O)c2n[nH]c(=O)c3ccccc23)cc1	8
O=[N+]([O-])c1ccc(N/N=C/c2ccc(Br)cc2)cc1	1
O=C(CN(CC(=O)NCCO)C(=O)C(=O)N(CC(=O)NCCO)CC(=O)NCCO)NCCO	-1
CC(Sc1nnc(-c2ccccc2F)n1C1CC1)c1ccccc1 (configuration not stated)	-4

The closing 2 records of the section above come first, to join the parts.
Molecule	LDHA block
O=C(CN(CC(=O)NCCO)C(=O)C(=O)N(CC(=O)NCCO)CC(=O)NCCO)NCCO	-1
CC(Sc1nnc(-c2ccccc2F)n1C1CC1)c1ccccc1 (configuration not stated)	-4
O=C(C1CC1)N1c2nc(-c3ccco3)nn2C2(CCCCC2)[C@@H]2CCCC[C@@H]21	11
COc1ccc2[nH]c(=O)c(CN(C)S(C)(=O)=O)cc2c1	8
Cc1[nH]c2ccccc2c1C(=O)C(C)OC(=O)c1ccc(F)cc1Cl (configuration not stated)	7
Cc1ccc(NC(=O)c2cnc3ccccc3n2)cc1F	0
CC(NC(=O)C(c1ccccc1)C(C)C)c1ccc2c(c1)CCCC2 (configuration not stated)	0
NCCC(c1ccccc1)c1ccccc1	-5
CCCOC(=O)COc1ccc2c(=O)c(-c3ccccc3)coc2c1	-7
CCc1nnc(Cn2cc(S(=O)(=O)N(C)C)ccc2=O)o1	4
CCC(CC)(CC(=O)Nc1ccccc1NS(=O)(=O)c1ccc(F)cc1)C(=O)O	2
C=CCNC(=O)N(C)Cc1ccc(C(N)=O)cc1	-3
COC(=O)Nc1ccc(C(=O)NCc2ccccc2)cc1	-4
O=C(CCc1cccs1)N(CC1CCOC1)C1CC1 (configuration not stated)	-2
Cn1c(=O)c2c(nc(NCc3ccc4c(c3)OCO4)n2Cc2c(F)cccc2Cl)n(C)c1=O	10
COc1ccc(C2=Nc3ccccc3N(C(=O)c3cnccn3)C2C(=O)NC2CCCC2)cc1 (configuration not stated)	-2
O=[N+]([O-])c1ccc2nonc2c1Nc1cc(Cl)ccc1Cl	12
CC(C)C(=O)NCC1(C)CC(NC(=O)C(C)C)CC(C)(C)C1 (configuration not stated)	6
CC1CN(C(=O)COc2ccc(Cl)cc2Cl)c2ccccc2NC1=O (configuration not stated)	-1
CCOC(=O)COc1ccc2c(C)c(C)c(=O)oc2c1C	0
CC(C)(CO)NC(=O)CSc1ccc(C(F)(F)F)cc1Cl	7
COC(=O)c1ccn(Cc2ccc(Cl)cc2Cl)n1	6
Cc1sc(NC(=O)c2cccs2)c(C#N)c1C	7
CCc1nc(Cn2cnc3c2c(=O)n(C)c(=O)n3C)cs1	-2
COc1ccc2cc(C(=O)NCc3ccncc3)c(C)nc2c1	5
COc1ccc(Cl)cc1NC(=O)CN(C)C(=O)c1ccc(-c2ccccc2Cl)o1	12
CCC(NC(=O)c1ccc(C)s1)c1ccccc1 (configuration not stated)	7

(cont.)
Molecule	LDHA block
O=C(Nc1ccc(Cl)c(Cl)c1)C(=O)c1c[nH]c2ccccc12	2
CSc1ccc(-c2nc3ncccn3c2Nc2ccccc2)cc1	-23
CCc1cc(C(Nc2nc(C)cc(C)n2)c2ccccc2)c(NC(=O)c2ccco2)s1 (configuration not stated)	13
CCCCN(Cc1cc2ccccc2[nH]c1=O)S(=O)(=O)c1ccc(Cl)cc1	5
O=C(Cc1cccs1)Nc1cccc(-c2nc3cc(Cl)ccc3o2)c1	4
CC(C)C(NC(=O)C1O[C@@H]2OC(C)(C)O[C@@H]2[C@H]2OC(C)(C)O[C@@H]12)C(=O)O (some centres not stated)	-1
Cn1c(=O)c2c(ncn2CCC(=O)Nc2ccccc2Oc2ccccc2)n(C)c1=O	5
O=S1(=O)N=C(Sc2ccc3c(c2)OCCO3)c2ccccc21	-2
COc1ccccc1/C=C1\Oc2cc(OC(=O)C(C)(C)C)ccc2C1=O	0
CC(=O)Nc1ccc2[nH]cc(C(C(=O)O)N3CCN(c4ncccc4C#N)CC3)c2c1 (configuration not stated)	1
CCCCOc1ccc(NC(=O)c2cccc(OCCC)c2)c2cccnc12	35
O=C(CCC1CCCC1)Nc1nc2ccccc2s1	1
Cc1nc(COc2ccccc2C(=O)N2CCC(C)CC2)no1	-3
Cc1nc(-n2nc(C)c(Cl)c2C)sc1C(=O)N1CCOCC1	-3
CCCCc1ccc2[nH]c(C(=O)OCC)cc2c1	-1
CC(=O)Nc1ccc(NC(=S)NC(NC(=O)c2ccc(C)cc2)C(Cl)(Cl)Cl)cc1 (configuration not stated)	0
CC(=O)CC(C)(C)S(=O)(=O)c1cccc2c(S(=O)(=O)C(C)(C)CC(C)=O)cccc12	-9
O=C(Cn1c(=O)n(Cc2ccc(F)cc2)c(=O)c2ccccc21)Nc1ccc(F)cc1	11
c1ccc(N2[C@@H]3c4ccccc4C[C@H]2c2ccccc23)cc1	0
O=S(=O)(c1ccc2c(c1)OCCO2)c1nc(-c2ccco2)oc1N1CCOCC1	-21
CCCNC(=O)NCc1nc(-c2ccc(OCC)cc2)oc1C	7
CC(C)C(NC(=O)c1ccccc1F)C(=O)NN (configuration not stated)	3
CCc1cccc(C)c1-n1nnnc1C1(Nc2ccc3c(c2)OCCO3)CCCC1	-11
O=C(N/N=C/Cc1ccccc1)C1CC1	-3
CCCCCn1nc(C(=O)Nc2nc(C)c(C(C)=O)s2)c2ccccc2c1=O	1

Five compounds already listed, ordered by the value under LDHA block, falling.
SMILES	LDHA block
CC(C)NC(=O)CN1CCCC1c1ccsc1 (configuration not stated)	6
COc1ccc2cc(C(=O)NCc3ccncc3)c(C)nc2c1	5
CCc1nnc(Cn2cc(S(=O)(=O)N(C)C)ccc2=O)o1	4
Cc1cc(C)[nH]n1	0
CC1CN(C(=O)COc2ccc(Cl)cc2Cl)c2ccccc2NC1=O (configuration not stated)	-1

Back to the main list with the four entries that preceded the break.
Molecule	LDHA block
CC(C)C(NC(=O)c1ccccc1F)C(=O)NN (configuration not stated)	3
CCc1cccc(C)c1-n1nnnc1C1(Nc2ccc3c(c2)OCCO3)CCCC1	-11
O=C(N/N=C/Cc1ccccc1)C1CC1	-3
CCCCCn1nc(C(=O)Nc2nc(C)c(C(C)=O)s2)c2ccccc2c1=O	1
O=C(Cc1cccc(C(F)(F)F)c1)NCCc1ccccn1	11
c1ccc(OCCN2CCN(Cc3nc(C4CC4)no3)CC2)cc1	3
CCOc1ccc(NC(=O)C#Cc2ccccc2)cc1	1
O=C(Nc1onc2c1CCCC2)c1ccccc1Cl	-1
NC(=O)c1c(NC(=O)CN2CCN(C(=O)C3CC3)CC2)sc2c1CCC2	8
Cc1cccc(C)c1OCCN	4
Cc1ccc(N2CCN(C(=O)C(=O)c3ccc4c(c3)OCO4)CC2)cc1	12
COc1ccc(NC(=O)c2cc(-c3ccccn3)n[nH]2)cc1Cl	0
Cc1ccc(S(=O)(=O)N(C)C(C)c2cc3ccccc3o2)cc1C (configuration not stated)	-3
COCCn1c(SCC(=O)c2ccc(Cl)cc2)nnc1-c1ccc(Cl)cc1	10
O=C(O)c1cc(-c2ccc(F)cc2)on1	8
CCCCCCCOc1ccc(-c2ccc(C(=O)O)cc2)cc1	-15
COc1ccc(/C=C/C(=O)c2cc3ccccc3o2)cc1OC	8
O=C(Cn1nc(-c2ccccc2)c2ccccc2c1=O)N1CCC(Cc2ccccc2)CC1	7
CC(=O)c1ccc(OCc2ccccc2)cc1O	0
CCc1c(C2CC2)ncn1Cc1cccc(-c2ccccc2)c1	4
CCC12CN3CC(CC)(CN(C1)C3c1ccc(C(C)C)cc1)C2=O (configuration not stated)	5
CCN(CC)CC1CCN(C(=O)c2cc(=O)[nH]c3ccccc23)CC1	0
COc1ccc(CNC(=O)C2=C(c3ccccc3)c3cc(Cl)ccc3S(=O)(=O)N2C)c(OC)c1	-21
O=C(COc1ccccc1)Nc1c(C(=O)c2ccc3c(c2)OCCO3)oc2ccccc12	-3
O=C(CSc1ncnc2sc3c(c12)CCC3)Nc1cccc(F)c1	1
COC(=O)CC(NC(=O)Cc1ccccc1OC)c1cccs1 (configuration not stated)	0
CC(=O)c1cccc(NC(=O)CSc2nc(-c3ccccc3C)nc3cc(=O)[nH]n23)c1	0
COCCn1c(SCc2ccc(Cl)cc2)nnc1-c1ccncc1	-1
COc1cc(C(=S)N2CCN(CCO)CC2)ccc1OCc1ccc(C)cc1	6

Other compounds
Molecule	LDHA block
CC1Oc2ccccc2C=C1/C=C/C(=O)c1cccc(O)c1 (configuration not stated)	14
CCSc1oc(-c2ccccc2)nc1S(=O)(=O)c1ccc(C)cc1	-9
Cc1cc2c(c(=O)n1CCN1CCOCC1)C(c1ccccc1F)C(C#N)=C(N)O2 (configuration not stated)	10
CCOc1ccccc1Oc1coc2cc(OCC(=O)OC(C)(C)C)ccc2c1=O	9
C#Cc1cccc(NC(=O)C2CCCCC2)c1	-6
CCc1cccc(CC)c1NC(=O)c1nn(C)c(=O)c2ccccc12	1
COc1ccc(C2CC(=O)N(c3sc4c(c3C#N)CCCC4)C3=C2C(=O)CC(C)(C)C3)cc1OC (configuration not stated)	-7
O=C(Nc1cccc2cccnc12)c1ccc(Cl)c(Cl)c1	10
CC(CCc1ccccc1)NC(=O)C1CC=CCC1 (configuration not stated)	0
CC1=C(C(=O)Nc2ccc(C)cc2C)C(c2cccc3ccccc23)NC(=S)N1 (configuration not stated)	5
O=C(COC(=O)c1ccc(Br)c([N+](=O)[O-])c1)c1ccc(Br)cc1	-2

This is a subset, so the mix of outcomes need not match the whole.
